a7 integrin act: activates integrin-mediated alleviation for muscular dystrophy. hit rate 0.064% among 350,000. Potency, µM (series often up to 38.3 µM), for the others: at the top dose activation, actives largely listed as activators. alpha7betagal myoblasts, beta-gal FDG fluorescence, 48 h; active = well fitted activation curve with a large enough effect;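 note: 100% = response of the positive control SU9516; nearly all actives have a fitted effect of over 60% in size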
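Alpha7betagal+/- myoblasts (passage 13) were plated 16-24 hr, then exposed to compounds (1:260 dilution of DMSO stock) for 48 hours at 37C. After MPER lysis, β-galactosidase reporter activity was read as FDG fluorescence (ex 480/em 540) after 30 minutes.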
Active calls of the source: *; [ ] = remark or other dose. Potency is the fitted concentration of half-maximal effect. A portion of the library. The share of hits here may be higher or lower than overall.

SMILES	a7 integrin act
C[C@H](CO)N1C[C@H](C)[C@H](CN(C)Cc2ccncc2)OCc2ccccc2-c2c(n(C)c3ccccc23)C1=O	-16%
CC1C(=O)N(Cc2cn(CCC3OCCCO3)nn2)CCS(=O)(=O)N1Cc1ccc(-c2ccc(Cl)cc2)cc1 (stereo not drawn)	-53%[inhibitor]
CSC[C@H]1CN(c2ccc(Br)cc2)C(=O)[C@@H]1CC(=O)Nc1ccc(Br)cc1	2%
COc1ccccc1-c1nnc(NC(=O)C2CCCN2S(=O)(=O)c2cccs2)o1 (stereo not drawn)	-8%
CCOC(=O)CCCCCC(=O)Nc1ccc2c(c1)C(=O)N([C@@H](C)CO)C[C@@H](C)[C@H](CN(C)S(=O)(=O)c1cccs1)OCCCC[C@H](C)O2	-17%
C[C@@H]1CN([C@@H](C)CO)S(=O)(=O)c2ccc(Br)cc2O[C@H]1CN(C)C(=O)C1CCCCC1	-10%
COCCCN1C(=O)C(CC(=O)NC2CCCCC2)CC(C(=O)N2CCOCC2)=C1C (stereo not drawn)	-8%
S=C(CSc1ccccc1)Nc1cccc2ccccc12	23%
COc1cccc(C#Cc2cnc3c(c2)C(=O)N([C@@H](C)CO)C[C@H](C)[C@H](CN(C)C(=O)C2CCC2)O3)c1	8%
Cc1cc(C)c(NC(=O)CNC(=O)c2cc(C3CC3)nc3c2cnn3C(C)C)c(C)c1	1%
N#Cc1ccccc1S(=O)(=O)N1CCN(Cc2cc3c(cc2Br)OCCO3)CC1	-1%
CC(=NNC(=S)N1CC2CCC(CC2)C1)c1ccccn1	-47%[inhibitor]
O=C(NCc1nnnn1-c1ccc(Cl)cc1)C1CC(=O)N(c2ccc(F)cc2)C1 (stereo not drawn)	1%
C=CCCC(=O)N1C[C@H]2CON(C)[C@H]2C[C@H]1c1cccc(Oc2ccccc2)c1	-7%
CCCn1c(C)cc(C(=O)COC(=O)c2cc(=O)[nH]c3ccccc23)c1C	5%
CCc1c(C)c(C#N)c2nc3ccccc3n2c1NCCCN(C)C	-28%
Cc1cccc(NC(=O)CNC(=O)c2cc(S(=O)(=O)N(C)C)ccc2N2CCCC2)c1C	2%
COC1CCN(C(=O)c2cc(COc3cc(C)ccc3C)on2)CC1	-5%
Cc1ccc(S(=O)(=O)N(C)C[C@H]2Oc3cc(Br)ccc3S(=O)(=O)N([C@H](C)CO)C[C@@H]2C)cc1	10%
C[C@@H]1CN([C@H](C)CO)C(=O)CCCn2cc(nn2)CO[C@H]1CN(C)C(=O)Nc1cccc(F)c1	-14%
COc1ccc(NS(=O)(=O)c2cccc(C(=O)N3CCN(C/C=C/c4ccccc4)CC3)c2)cc1	-17%
CC1CN(C(=O)c2cccc(NS(=O)(=O)c3ccc(Br)cc3)c2)CC(C)O1 (stereo not drawn)	-18%
C[C@H](CO)N1C[C@H](C)[C@@H](CN(C)C(=O)c2cccc(F)c2)Oc2cc(-c3cncnc3)ccc2S1(=O)=O	-18%
O=C(NCc1ccncc1)Nc1ccc(Cc2ccc(NC(=O)NCc3ccncc3)cc2)cc1	-1%
CCN(CC)S(=O)(=O)c1ccc(N2CCCC2)c(NC(=O)CSCc2c(C)noc2C)c1	2%

Another view of some results above:
structure | a7 integrin act
CCN(CC)S(=O)(=O)c1ccc(N2CCCC2)c(NC(=O)CSCc2c(C)noc2C)c1 | 2%
Cc1cc(C)c(NC(=O)CNC(=O)c2cc(C3CC3)nc3c2cnn3C(C)C)c(C)c1 | 1%
COC1CCN(C(=O)c2cc(COc3cc(C)ccc3C)on2)CC1 | -5%

Exported with values ahead of the structure: part of the list above
a7 integrin act	Structure
-14%	C[C@@H]1CN([C@H](C)CO)C(=O)CCCn2cc(nn2)CO[C@H]1CN(C)C(=O)Nc1cccc(F)c1
-17%	COc1ccc(NS(=O)(=O)c2cccc(C(=O)N3CCN(C/C=C/c4ccccc4)CC3)c2)cc1
-18%	CC1CN(C(=O)c2cccc(NS(=O)(=O)c3ccc(Br)cc3)c2)CC(C)O1 (stereo not drawn)
-18%	C[C@H](CO)N1C[C@H](C)[C@@H](CN(C)C(=O)c2cccc(F)c2)Oc2cc(-c3cncnc3)ccc2S1(=O)=O
-1%	O=C(NCc1ccncc1)Nc1ccc(Cc2ccc(NC(=O)NCc3ccncc3)cc2)cc1

(next part)
SMILES	a7 integrin act
C=CCNc1n[nH]c(=S)s1	25%
C[C@H](CO)N1C[C@H](C)[C@@H](CN(C)C(=O)c2ccccc2)Oc2cc(C#C[C@@H](C)O)ccc2S1(=O)=O	0%
CCCCN1C[C@H](Cc2ccccc2)[C@@H](CC(=O)NC)C1=O	6%
O=C(NCC(c1ccco1)N1CCN(c2ccccc2)CC1)C1CCCCC1 (stereo not drawn)	14%
O=C(Nc1c2c(nn1-c1ccccc1)CS(=O)(=O)C2)C1CC1	-19%
O=S(=O)(NCCS(=O)(=O)N1CCN(c2ccc(F)cc2)CC1)c1ccccc1	14%
Cc1cccc(NC(=O)COC(=O)CN2C(=O)C3CCCCC3C2=O)c1C (stereo not drawn)	7%
Cc1ccc(S(=O)(=O)N(C)C[C@@H]2Oc3ncc(C#CCC(C)C)cc3C(=O)N([C@H](C)CO)C[C@H]2C)cc1	19%
CN1OC[C@@H]2CN(S(=O)(=O)c3cccc4ccccc34)[C@H](c3ccc(-c4cccnc4)cc3)C[C@@H]21	-12%
COc1ccc(S(=O)(=O)NCc2cccnc2)c(Cl)c1Cl	-12%
O=C(O)CCCN1C(=O)C2C3CCC(C3)C2C1=O (stereo not drawn)	25%
CCOC(=O)C1(Cc2ccccc2C)CCCN(C(=O)c2ccc(C(C)=O)s2)C1 (stereo not drawn)	-7%
COc1ccc(CNC(=O)C2CCN(S(=O)(=O)c3ccc(N4CCCC4=O)cc3)CC2)cc1	-9%
CCCCNC(=O)C(=O)Nc1ccc2c(c1)N(S(=O)(=O)c1cccs1)CCC2	-44%
C[C@@H]1CN([C@@H](C)CO)C(=O)CCCn2cc(nn2)CO[C@H]1CN(C)S(=O)(=O)c1ccc(-n2cccn2)cc1	-7%
Cc1cccc(NC(=O)C(=O)NCC2CCCN2S(=O)(=O)c2cccs2)c1 (stereo not drawn)	7%
O[C@H]1C[C@H](c2ccc(Cl)cc2)N(CC2CCCCC2)C[C@@H]1n1cc(C2CC2)nn1	-57%[inhibitor]
O=C(O)C(=Cc1cccc([N+](=O)[O-])c1)c1ccccc1	5%
COc1ccc(N2CCN(CCCn3cnc4c(OC)ncnc43)CC2)cc1	-8%
Cc1ncc(C(O)c2ccc(N(C)C)cc2)n1Cc1ccccc1 (stereo not drawn)	18%
O=C(OCc1ccccc1)N1CCC2CC1c1cc(N3CCN(S(=O)(=O)c4cc(Cl)cc(Cl)c4)CC3)ccc12 (stereo not drawn)	-10%
Cc1cccc(OCCC(=O)OCC(=O)N2c3ccccc3NC(=O)C2(C)C)c1	7%
c1ccc2c(c1)-c1nc3ccccc3cc1C2N1CCCCC1 (stereo not drawn)	-11%
Cc1cc(Cl)c2oc(C(=O)N3CCN(c4cnccn4)CC3)c(C)c2c1	14%
COc1ccc([C@H]2C[C@@H](O)[C@H](n3cc(COC(=O)c4ccccc4)nn3)CN2C(=O)C2CCCCC2)cc1	-4%

Molecules listed so far that contain fluorine (4):
SMILES	a7 integrin act
O=C(NCc1nnnn1-c1ccc(Cl)cc1)C1CC(=O)N(c2ccc(F)cc2)C1 (stereo not drawn)	1%
C[C@@H]1CN([C@H](C)CO)C(=O)CCCn2cc(nn2)CO[C@H]1CN(C)C(=O)Nc1cccc(F)c1	-14%
C[C@H](CO)N1C[C@H](C)[C@@H](CN(C)C(=O)c2cccc(F)c2)Oc2cc(-c3cncnc3)ccc2S1(=O)=O	-18%
O=S(=O)(NCCS(=O)(=O)N1CCN(c2ccc(F)cc2)CC1)c1ccccc1	14%

Later entries:
SMILES	a7 integrin act
CCOC(=O)CN(C(=O)c1snc(C(N)=O)c1N)C(C(=O)NCCC(C)C)c1ccc(C)cc1 (stereo not drawn)	-19%
CC(C)N1CC2(CC(c3ccc(Cl)cc3Cl)=NO2)CN1C(=O)c1ccc(C(C)(C)C)cc1 (stereo not drawn)	2%
Cc1cc(C(=O)COC(=O)Cc2c(F)cccc2Cl)c(C)n1C	20%
CCCCN(C(C)=O)c1ccc2c(c1)C1CC2CCN1Cc1ccccc1 (stereo not drawn)	-16%
CC(=O)Nc1c(-c2ccc(C)cc2)nc2ccc(Cl)cn12	-16%
COc1ccc(CNC(=O)C[C@@H]2C[C@H]3c4cc(NC(=O)NC5CCCC5)ccc4O[C@H]3[C@H](CO)O2)cc1	-2%
CC(C)Cc1nnc(NC(=O)C2CCCN(C(=O)c3ccc(Cl)cc3)C2)s1 (stereo not drawn)	-1%
C[C@H]1CN([C@@H](C)CO)C(=O)CCCn2cc(nn2)CO[C@@H]1CN(C)C(=O)Nc1ccc(C(C)(C)C)cc1	6%
Cc1ccc(C)c2c1CCCC2=O	-4%
CCOc1ccc(NC(=O)COC(=O)C2COc3ccccc3O2)cc1 (stereo not drawn)	-10%
CN(CC(=O)Nc1ccc(Cl)c(Cl)c1)CC(=O)N1CCc2ccccc21	-18%
CCCCCCC(=O)Oc1cccc(C2=CC(=O)CC(C)(C)C2=O)c1	4%
COc1cc(C)ccc1OCc1cc(C(=O)NC(c2ccccn2)C(F)(F)F)no1 (stereo not drawn)	1%
COc1ccc(NC(=O)N(C)[C@H]2C[C@H]3c4[nH]c5ccc(-c6ccc7c(c6)OCO7)cc5c4CCN3C[C@H]2[C@H](C)O)cc1	-63%[inhibitor]
CC1CCCC(NC(=O)CCCCCn2c(=S)[nH]c3ccsc3c2=O)C1C (stereo not drawn)	-2%
Nc1ccn([C@@H]2O[C@H](CNC(=O)[C@@H](Cc3cn(COCc4ccccc4)cn3)NC=O)[C@@H](O)[C@H]2O)c(=O)n1	12%
CCCOc1ccccc1NC(=O)/C=C/c1ccc(OC)c(S(=O)(=O)N2CCOCC2)c1	-4%
CC(C)C1C(=O)N(Cc2cn(CCC3OCCO3)nn2)CCS(=O)(=O)N1Cc1ccc(-c2ccccc2)cc1 (stereo not drawn)	-1%
COc1ccc2nc3n(c(=O)c2c1)-c1cc2ccccc2cc1C(=O)NC3Cc1ccc(O)cc1 (stereo not drawn)	-48%[inhibitor]
Cc1ccc([C@H]2C[C@@H](O)[C@H](n3cc(COC(=O)c4ccccc4)nn3)CN2C(=O)C2CCCCC2)cc1	3%
Cc1ccc([C@H]2C[C@@H](n3cc(COC(=O)c4ccccc4)nn3)[C@H](O)CN2Cc2cccs2)cc1	19%
COc1cc2c(NCCCCCO)ncnc2c(OC)c1OC	-3%
Nc1ccc2c(c1)C(=O)CCC2	-17%
Cc1cc(CNC[C@H]2O[C@@H](n3cnc4c(N)ncnc43)[C@H](O)[C@@H]2O)no1	5%
CC1=C2C3OC(=O)C(C)C3CCC2(C)C=C(Br)C1=O (stereo not drawn)	-3%
Carrying on.
SMILES	a7 integrin act
N#CC(C#N)c1ccnc2ccccc12	4%
CCOc1ccc(OCC(=O)N2CCN(S(=O)(=O)c3ccccc3)CC2)cc1	-6%
COc1ccc([C@H]2N[C@]3(CCCN(CC4CCCCC4)C3=O)[C@H]3C(=O)N(Cc4ccccc4)C(=O)[C@@H]23)cc1	7%
COc1ccc2c([N+](=O)[O-])c(N3CCOCC3)[nH]c2c1	5%
NS(=O)(=O)c1ccc(N2C(=O)CCCC2=O)cc1	25%
O=C(OCc1cn([C@H]2CN(CC3CCCCC3)[C@@H](c3ccc(Cl)cc3)C[C@@H]2O)nn1)c1ccccc1	-20%
CCCCc1ccc(NC(=O)COC(=O)c2ccc3ncsc3c2)cc1	-10%
C1CCC(NC2=NCCO2)CC1	3%
Cc1cc(C)c2c(=O)n3c(nc2c1)C(C)NC(=O)c1cccnc1-3 (stereo not drawn)	1%
COc1ccc(C(=O)N2CCN(c3nc4cc(C)cc(C)c4cc3C#N)CC2)cc1	3%
CCN(CC)C(=O)C1=C(C)N(Cc2ccc(OC)cc2)C(=O)C(CC(=O)NCc2cccc3ccccc23)C1 (stereo not drawn)	4%
O=C(C[C@@H]1C[C@@H]2c3cc(NC(=O)C4CCC4)ccc3O[C@@H]2[C@@H](CO)O1)NCc1ccc(Cl)cc1	-18%
COc1cc(C(=O)NCC(c2cccs2)N2CCOCC2)ccc1OCc1ccccc1 (stereo not drawn)	17%
CCN1C(c2ccc(F)cc2)=CS/C1=C(/C#N)c1nnc2n1-c1ccccc1SC2	-2%
CC1=C(C(=O)N(C)C)CC(CC(=O)NC(c2ccccc2)c2ccccc2)C(=O)N1Cc1ccc(C(C)(C)C)cc1 (stereo not drawn)	-5%
Cc1ccc(OCc2cc(C(=O)N3CCCC(C)C3)no2)cn1 (stereo not drawn)	-3%
C[C@H]1CN([C@@H](C)CO)C(=O)CCCn2nncc2CO[C@@H]1CN(C)S(=O)(=O)c1ccc(-c2ccccc2)cc1	-16%
COc1cccc(C(=O)O)c1OS(=O)(=O)c1ccc(C)cc1	-11%
C#CCN(C[C@@H]1[C@@H](OC(=O)NCc2ccc(OC)c(OC)c2)[C@@H](OC(=O)NCc2ccc(OC)c(OC)c2)CN(C(=O)OC(C)C)N1C(=O)OC(C)C)S(=O)(=O)c1ccc(C)cc1	-9%
CN(C)c1ccc(C=Cc2ccnc3c(O)cccc23)cc1	-39%
C[C@@H]1CN([C@@H](C)CO)C(=O)CCCn2nncc2CO[C@@H]1CN(C)C(=O)c1ccncc1	9%
CSc1ncnc2c1ncn2CCCNCc1ccc(C)o1	-1%
CC(=O)c1ccc2ccccc2c1OC(=O)c1ccncc1	-25%
CC1(C)N=C(N)N=C(N)N1c1ccc(OCC(=O)N2CCOCC2)c(Cl)c1	-54%

Assay outcomes from PubChem.
